Compound activity (PubChem BioAssay)
M5 antag = human M5 muscarinic receptor antagonists, primary screen, CHO cells, Fluo-8 calcium fluorescence; CHO-hM5 cells, ACh EC80; inhibition, % at 3 µM; actives 0.59% (n = 360,000);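 active = inhibition above a per-plate cutoff, the mean of that plate's test compounds plus 3 SD, cut at about 27% in these data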;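 note: 0% = acetylcholine EC80 with DMSO and 100% = DMSO without agonist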
Target sequence (P08912 whole entry, looked up): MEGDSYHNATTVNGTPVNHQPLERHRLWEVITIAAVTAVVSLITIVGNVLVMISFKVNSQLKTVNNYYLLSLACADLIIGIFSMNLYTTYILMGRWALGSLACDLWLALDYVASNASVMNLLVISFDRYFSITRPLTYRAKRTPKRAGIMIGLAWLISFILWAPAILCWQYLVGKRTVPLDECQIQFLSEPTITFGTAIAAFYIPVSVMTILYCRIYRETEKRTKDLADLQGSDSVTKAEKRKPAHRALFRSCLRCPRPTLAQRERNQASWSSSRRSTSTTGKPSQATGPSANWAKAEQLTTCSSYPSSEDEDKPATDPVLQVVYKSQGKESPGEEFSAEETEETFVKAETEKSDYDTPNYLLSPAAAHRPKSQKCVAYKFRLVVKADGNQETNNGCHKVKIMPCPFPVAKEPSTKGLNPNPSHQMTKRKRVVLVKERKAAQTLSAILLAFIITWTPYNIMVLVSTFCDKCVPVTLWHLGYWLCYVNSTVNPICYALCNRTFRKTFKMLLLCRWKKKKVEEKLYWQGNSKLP
CHRM4 antagonist = human M4 muscarinic receptor antagonists, primary screen, CHO cells, Fluo-8 calcium fluorescence; inhibition, % at 3 µM; CHO-hM4 cells, ACh EC80; actives 0.73% (n = 360,000); Muscarinic acetylcholine receptor M4 (Homo sapiens), P08173; AID 624125, 2012;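 active = inhibition above its plate's cutoff, the mean inhibition of sample wells plus 3 SD, cut at about 27% in these data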;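 note: 0% = acetylcholine EC80 with DMSO and 100% = DMSO without agonist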
CHRM4 agonist = human M4 muscarinic receptor agonists, primary screen, CHO-K1 cells, Fluo-8 calcium fluorescence; Muscarinic acetylcholine receptor M4 (Homo sapiens), P08173; CHO-K1 hM4/Gqi5; vehicle 0%, full acetylcholine response 100%; activation, % at 3 µM; actives 0.14% (n = 360,000); AID 624127, 2012;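 active = activation above the run mean over all test wells plus 3 SD, cut at about 32% in these data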;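 note: peak over basal fluorescence ratio per well then scaled between controls; 0% = DMSO wells and 100% = acetylcholine at EC100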
M4 PAM = human M4 muscarinic receptor positive allosteric modulators, primary screen, CHO-K1 cells, Fluo-8 calcium fluorescence. CHO-K1 hM4/Gqi5, ACh EC20; 0% = ACh EC20, 100% = maximal ACh. activation, % at 3 µM. actives 0.4% (n = 360,000). Muscarinic acetylcholine receptor M4 (Homo sapiens), P08173;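 active = activation above its plate's cutoff, the mean activation of sample wells plus 3 SD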; note: some results filed as inactive read as strong as hits
M5 PAM = human M5 muscarinic receptor positive allosteric modulators, primary screen, CHO-K1 cells, Fluo-8 calcium fluorescence | CHO-K1 hM5, ACh EC20 PAM; 0% = ACh EC20, 100% = ACh EC100 | activation, % at 3 µM | actives 0.3% (n = 360,000) | AID 624038, 2012;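 active = activation above the run cutoff, the mean activation of all test compounds plus 3 SD, cut at about 18% in these data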
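Probe or stimulus: acetylcholine, EC20 level; Assay system: human M5 receptor in CHO-K1 cells; Schedule: compound preincubation 140 s before EC20 acetylcholine addition; Technique: intracellular calcium via Fluo-8 fluorescence; Dosing: single-point, 3 µM nominal; Read-out basis: percent activation from peak-over-basal fluorescence ratio, scaled EC20-to-EC100 acetylcholine; Repeats: one well per compound, no replicates.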
CHRM1 PAM = human M1 muscarinic receptor positive allosteric modulators, primary screen, CHO-K1 cells, Fluo-8 calcium fluorescence, 1536-well | Muscarinic acetylcholine receptor M1 (Homo sapiens), P11229 | CHO-K1 hM1, ACh EC20; 0% = ACh EC20, 100% = maximal ACh | activation, % at 3 µM | actives 0.088% (n = 360,000); in the data active = activation above about 19%, passing the limit was not always enough
Target sequence (P11229 whole entry, looked up): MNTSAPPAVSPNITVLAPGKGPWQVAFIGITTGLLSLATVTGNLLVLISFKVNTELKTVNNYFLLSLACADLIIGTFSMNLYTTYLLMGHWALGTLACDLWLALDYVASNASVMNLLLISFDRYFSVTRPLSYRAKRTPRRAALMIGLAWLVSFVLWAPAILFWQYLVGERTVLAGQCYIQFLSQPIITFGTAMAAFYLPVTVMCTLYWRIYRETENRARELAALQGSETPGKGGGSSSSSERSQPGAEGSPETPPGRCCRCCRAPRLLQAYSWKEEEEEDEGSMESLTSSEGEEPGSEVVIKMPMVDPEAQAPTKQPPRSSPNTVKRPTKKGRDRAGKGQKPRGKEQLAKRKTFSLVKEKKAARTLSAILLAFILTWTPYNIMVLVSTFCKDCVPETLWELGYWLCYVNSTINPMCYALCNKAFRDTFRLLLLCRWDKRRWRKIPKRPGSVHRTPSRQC
CHRM1 antagonist = human M1 muscarinic receptor antagonists, primary screen, CHO-K1 cells, Fluo-8 calcium fluorescence, 1536-well. inhibition, % at 3 µM. Muscarinic acetylcholine receptor M1 (Homo sapiens), P11229. CHO-K1 hM1, ACh EC80 antagonist. actives 1.3% (n = 360,000);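 active = percent inhibition above its own plate's cutoff, namely the mean of that plate's compound wells plus 3 SD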;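 note: peak over basal fluorescence ratio during 140 s after agonist addition; 0% = ACh EC80 plus DMSO and 100% = DMSO alone without agonist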
CHRM5 agonist = human M5 muscarinic receptor agonists, primary screen, CHO-K1 cells, Fluo-8 calcium fluorescence. Muscarinic acetylcholine receptor M5 (Homo sapiens), P08912. CHO-K1 hM5 cells; 0% DMSO wells, 100% maximal acetylcholine response. activation, % at 3 µM. actives 0.19% (n = 360,000);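 active = activation above the run's mean over test compounds plus 3 SD, cut at about 23% in these data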;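 note: signal is peak over basal fluorescence ratio across the kinetic read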
CRFR2-BP ag = agonists of CRF-BP/CRF-R2 complex, primary screen, cell-based, HEK293, calcium dye fluorescence, uHTS; CRF-binding protein / CRF receptor 2 complex (human); calcium dye fluorescence (FLIPR); percent of saturating CRF peptide response; activation, % at 13.2 µM; actives 0.46% (n = 350,000); AID 588473, 2011;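 active = activation of at least 50%, plus an integration ratio under a set limit after plate pattern correction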;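 note: plate controls were neutral control wells without compound for no effect and CRF at EC100 for full effect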
* = called active by the depositor; nt = no result given; & = joins results of further samples.

Values run as follows: M5 antag	CHRM4 antagonist	CHRM4 agonist	M4 PAM	M5 PAM	CHRM1 PAM	CHRM1 antagonist	CHRM5 agonist	CRFR2-BP ag
CC(=O)OC(C)(C)C#CCN1CCCC1
    -11	14	2	8	8	-8	9	-6	-0.2
COc1cc2cc(CN(Cc3cccnc3)C(=O)Nc3ccccc3F)c(=O)[nH]c2cc1OC
    7	-13	2	1	-4	7	-3	2	-0.5
O=C(c1ccco1)N1CCN(C(=O)N2CCCCC2)CC1
    -25	-10	1	1	12	13	-13	-6	1.0
CCc1ccc2c(c1)cc(CN(C(=S)Nc1ccccc1Cl)C1CC1)c1nnnn12
    -4	-8	nt	19	3	4	-4	-1	-0.9
CCOc1ccc(S(=O)(=O)NCc2cccnc2)cc1C(C)C
    -6	-7	4	-2	2	1	1	4	-1.3
Cc1ccc(SC(C)C(=O)Nc2c(C)n(C)n(-c3ccccc3)c2=O)cc1 (stereo unspecified)
    5	4	0	3	-8	7	-4	-6	1.8
CN1CCN(C(=O)c2cnn(-c3ccccc3)c2NC(=O)c2ccc(Br)cc2)CC1
    18	2	2	-1	-3	23	-21	-4	-2.3
CCOC(=O)CCNC(=O)N1CCCC(C(=O)c2cccc(OC(C)C)c2)C1 (stereo unspecified)
    7	-11	2	4	2	8	-16	-4	0.6
CCOCc1cnc(C)nc1NCC(=O)c1c(C)[nH]c2ccccc12
    3	1	0	-2	-9	-2	6	-1	-2.6
O=C(N/N=C/C(Cl)=C/c1ccc([N+](=O)[O-])cc1)C(=O)Nc1ccc(C(=O)O)cc1
    4	-3	1	-1	3	9	-11	-1	-0.5
O=C(Nc1nc(-c2ccco2)cs1)c1ccccc1
    -6	0	3	-4	-8	3	-29	-1	0.1
COc1ccc(-c2ccc(SCC(=O)NCc3ccc4c(c3)OCO4)nn2)cc1OC
    1	-10	7	-5	-3	7	-6	-3	-4.4
O=C(COC(=O)c1nc(Cl)ccc1Cl)c1ccccc1Cl
    11	7	1	-4	-2	5	-10	-4	-3.4
Cc1cc(C)c(NC(=O)Cn2cc3c(n2)CCCC3)c(C)c1
    3	-9	2	2	-3	10	-12	0	-4.2
COc1cc(OC)c(N(C)S(=O)(=O)c2cccc(C(=O)OCC(=O)N(C)C3CCCCC3)c2)cc1Cl
    -9	-11	1	-4	3	6	-8	3	0.7
CCOC(=O)[C@@H]1[C@H]2COc3cc(OC)ccc3[C@@H]2N2C(=O)N(c3ccc(OC)cc3)C(=O)[C@@]12C
    4	2	0	10	-4	6	-2	3	0.6
Fc1ccc(OCc2nn3c(Cn4nnc5ccccc54)nnc3s2)cc1
    18	1	3	-5	-17	2	-5	-3	-4.7
CCC/C=C/c1ccc(CN2C(C)C(=O)N(Cc3cn(CCC4OCCCO4)nn3)CCS2(=O)=O)cc1 (stereo unspecified)
    -2	-7	4	3	-1	13	-16	-2	1.4
CCC(C)Sc1cccc(-c2nc3cc(C)ccn3c2NC2CCCCC2)c1 (stereo unspecified)
    6&4	15&6	1&-1	-6&-7	2&-4	10	-6	7&0	1.0
CN(CCc1ccccc1)C(=O)c1ccc(NC(=O)Cc2cccc(NC(=O)C3CCN(C(=O)C4CCC4)CC3)c2)cc1
    -6	-8	1	1	-2	5	-5	2	0.8
COc1ccc(N(C(C)C(=O)N/N=C/c2cc(Br)c(C)o2)S(C)(=O)=O)cc1 (stereo unspecified)
    3	12	1	-3	2	12	-1	1	-1.2
Cc1ccc(NC(=O)CC2C(=O)N(Cc3ccccc3)C(=S)N2NC(=O)c2cccc(F)c2)c(C)c1 (stereo unspecified)
    -5	-5	1	16	1	17	0	-1	2.0
c1cc(CNC2=NCCCCC2)ccn1
    -6	-8	0	3	3	2	-3	-5	-2.1
COc1ccc(NC(=O)C/C(C)=N/NC(=O)c2cnccn2)c(OC)c1
    7	-3	0	1	4	-10	20	-2	1.0
O=C(CS(=O)(=O)c1c[nH]c2ccccc12)N1CCCCC1
    -8	-1	1	5	2	6	-1	2	2.2
Cc1ccc(S(=O)(=O)NC(=O)NC(C)(C)C)cc1
    8	1	0	4	-1	8	-9	-6	-0.4
O=S(=O)(Nc1n[nH]c(C(F)(F)F)n1)c1ccccc1
    7	2	1	8	-6	6	-10	-18	-0.4
O=C(CSc1ccc2ccccc2c1Br)Nc1cccc(S(=O)(=O)NC2=NCCCCC2)c1
    -2	5	3	-7	-4	-3	10	-2	16
C/C(=N\NC(=O)c1cc(-c2ccc(Br)s2)[nH]n1)c1ccncc1
    12	0	0	-5	1	10	-8	0	1.3
CCOC(=O)c1ccc(S(=O)(=O)N2CCN(CC3CC=CCC3)CC2)cc1 (stereo unspecified)
    3	6	-1	-7	-3	-3	1	1	-1.1

Complete entries, quoted from the list. Order of values: M5 antag	CHRM4 antagonist	CHRM4 agonist	M4 PAM	M5 PAM	CHRM1 PAM	CHRM1 antagonist	CHRM5 agonist	CRFR2-BP ag
`c1cc(CNC2=NCCCCC2)ccn1` in the list: -6	-8	0	3	3	2	-3	-5	-2.1
`COc1cc(OC)c(N(C)S(=O)(=O)c2cccc(C(=O)OCC(=O)N(C)C3CCCCC3)c2)cc1Cl` in the list: -9	-11	1	-4	3	6	-8	3	0.7
`O=C(c1ccco1)N1CCN(C(=O)N2CCCCC2)CC1` in the list: -25	-10	1	1	12	13	-13	-6	1.0

The list continues.
Values run as follows: M5 antag	CHRM4 antagonist	CHRM4 agonist	M4 PAM	M5 PAM	CHRM1 PAM	CHRM1 antagonist	CHRM5 agonist	CRFR2-BP ag
COc1cc(/C=C/C(=O)OCC(=O)NCCN2C(=O)CSC2=O)ccc1OC(F)F
    6	4	2	2	-1	3	4	3	-0.7
CSc1nc(SC(C)C(=O)O)c2c3c(sc2n1)COC(C)(C)C3 (stereo unspecified)
    2	-5	0	8	7	8	-9	-2	-0.9
CCOc1ccc(C(C(=O)NC(C)(C)C)N(CCOC)C(=O)CCC(=O)Nc2nccs2)cc1 (stereo unspecified)
    6	-6	1	5	0	8	-9	-2	-0.7
O=C(Nc1cccc(S(=O)(=O)N2CCOCC2)c1)c1cccc(S(=O)(=O)N2CCCC2)c1
    5	9	5	-12	-4	-12	7	-6	0.9
O=C(NCc1ccccn1)c1ccc(CNS(=O)(=O)c2ccc(F)cc2)cc1
    -9	-5	3	3	-4	8	-3	0	0.0
COc1ccc(N2C(=O)CC(Nc3ccc(N4CCOCC4)cc3)C2=O)c(OC)c1 (stereo unspecified)
    -2	7	0	6	-3	2	0	-4	0.7
Nc1c(N(Cc2ccco2)C(=O)COc2ccccc2)c(=O)[nH]c(=O)n1Cc1ccccc1
    1	1	1	9	-9	5	-1	1	-0.2
CCN(CC(=O)Nc1c(F)cccc1F)C(=O)Cc1cccs1
    -1	-4	0	7	1	16	-16	1	-1.5
COCCNC(=O)CN(C(=O)Cn1nnc2ccccc21)c1ccccc1C
    7	-7	0	0	-2	9	-10	-3	-1.1
CN(Cc1ccc(F)cc1)C(=O)CNC(=O)c1ccc2c(c1)OCO2
    1	-4	1	4	2	4	-6	0	-1.1
CCOc1cc(C(=O)NC(C)C2CCCO2)cc(OCC)c1OCC (stereo unspecified)
    3	5	0	1	10	-2	9	-2	0.6
Cc1ccc2nc(NC(=O)CSc3nnc(C)c(=O)n3N)sc2c1
    -1	11	0	-1	1	7	-4	-2	-0.2
OC(c1cc(Cl)cc(Cl)c1)c1ncc(-c2cccc(F)c2)[nH]1 (stereo unspecified)
    -7	1	10	-1	-6	7	-10	4	nt
CCOC(=O)C1CCN(C(=O)c2[nH]c(C(F)(F)F)nc2-c2ccccc2)CC1
    4	-7	1	3	-4	6	-20	3	nt
COCCCNC(=S)NNC(=O)c1ccc(S(=O)(=O)N2CCC(C)CC2)cc1
    5	0	-1	2	-3	14	-10	-1	0.5
Cc1ccc(NS(=O)(=O)c2ccc(C(=O)NCCCN3CCCC3=O)cc2)cc1
    1	-8	2	4	1	3	-1	3	-0.6

Random excerpt: 6 compounds from above.
Values run as follows: M5 antag	CHRM4 antagonist	CHRM4 agonist	M4 PAM	M5 PAM	CHRM1 PAM	CHRM1 antagonist	CHRM5 agonist	CRFR2-BP ag
CCOc1ccc(C(C(=O)NC(C)(C)C)N(CCOC)C(=O)CCC(=O)Nc2nccs2)cc1 (stereo unspecified)
    6	-6	1	5	0	8	-9	-2	-0.7
COc1ccc(N2C(=O)CC(Nc3ccc(N4CCOCC4)cc3)C2=O)c(OC)c1 (stereo unspecified)
    -2	7	0	6	-3	2	0	-4	0.7
O=C(NCc1ccccn1)c1ccc(CNS(=O)(=O)c2ccc(F)cc2)cc1
    -9	-5	3	3	-4	8	-3	0	0.0
CN(Cc1ccc(F)cc1)C(=O)CNC(=O)c1ccc2c(c1)OCO2
    1	-4	1	4	2	4	-6	0	-1.1
Cc1ccc2nc(NC(=O)CSc3nnc(C)c(=O)n3N)sc2c1
    -1	11	0	-1	1	7	-4	-2	-0.2
CSc1nc(SC(C)C(=O)O)c2c3c(sc2n1)COC(C)(C)C3 (stereo unspecified)
    2	-5	0	8	7	8	-9	-2	-0.9
